Screening data: PubChem, National Center for Advancing Translational Sciences (NCATS)
A549 tox – counter-screen for Nrf2 inhibitors: cytotoxicity in A549 cells. Potency, µM (highest dose often 46 µM), for inactives: at the top dose activity change, negative = cytotoxicity, hits mostly inhibitors. hit rate 0.16% among 390,000. A549 ARE-Fluc cells, CellTiter-Fluor viability, 18-24 h. AID 504648; note: potency is the fitted concentration of half-maximal effect; % is set by controls: 0 for no effect and ±100 for the full control effect
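A549 ARE_Fluc cells in 5% FBS OPTI-MEM were exposed to compounds in concentration-response for 18-24 h at 37 deg C. Viability was read by CellTiter-Fluor fluorescence (Ex 405/Em 525) after 30 min, before the luciferase read.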
Nrf2 ARE act – activates Nrf2 signaling | AREc32 ARE-luciferase reporter (MCF7-derived line), luminescence, 24 h | Potency, µM (series often up to 46.1 µM), inactives show at the highest dose activation, hits mostly activators | hit rate 0.31% among 410,000 | AID 624171; note: potency is the fitted concentration of half-maximal effect; % of control where 0% means no effect; nearly all actives have a fitted effect of over 65% in size
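Luminescent ARE reporter assay in AREc32_Fluc cells: overnight plating at 37 deg C, 24 hr compound incubation, Steady-Glo added, 30 min RT before reading.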
HepG2 viability – counter-screen for TGF-b inhibitors: cytotoxicity in HepG2 cells; HepG2 CAGA-GFP viability, ATP luminescence, 18 h; Potency, µM (doses to about 46.1 µM), for inactives: at the top dose activity change, negative = cytotoxicity, actives largely listed as cytotoxic; hit rate 0.76% among 410,000; AID 588856; note: potency is the fitted concentration of half-maximal effect; some results filed as inactive show a strong effect at the top dose
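HepG2 CAGA-GFP cells (1000/well, DMEM with 1% FBS) received compound, then TGF-beta at 500 pg/mL final, and were incubated 18 hours at 37 degrees C. Viability was read by CellTiter-Glo luminescence. Media-only wells were set as complete cell-killing and DMSO as no toxicity.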
Mm-Cpn inhibitor – M. maripaludis TRiC chaperonin inhibition; AID 504842; purified Mm-Cpn ATPase, ADP Transcreener TR-FRET; hit rate 0.031% among 330,000; Potency, µM (series often up to 76.9 µM), inactives show at the highest dose activity, negative = inhibition, usual class: inhibitors; note: potency is the fitted concentration of half-maximal effect; % is set by controls: 0 for no effect and ±100 for the full control effect; nearly all actives have a fitted effect of over 80% in size
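Compound-treated chaperonin, 25 nM final, turns over 10 uM ATP at 37°C for 30 min following a 10 min preincubation; ADP generated competes with ADP-d2 for Eu-cryptate antibody, lowering FRET.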
TGFb inhibitor – TGF-b pathway inhibition. HepG2 CAGA-GFP TGF-b/SMAD3 reporter, GFP fluorescence, 18 h; TGF-beta stimulated, 500 pg/mL final. Potency, µM (top dose mostly 46.1 µM), for inactives: top-dose activity, negative = inhibition, hits mostly inhibitors. hit rate 1.2% among 410,000; note: potency is the fitted concentration of half-maximal effect; % is set by controls: 0 for no effect and ±100 for the full control effect; nearly all actives have a fitted effect of over 65% in size
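First, reporter cells (HEPG2 CAGA-GFP) rested 2 h at 37 degrees C. Next, compounds were pinned in and TGF-beta added to 500 pg/mL final. After 18 h, GFP was imaged per cell and summed per well.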
Akt phos inh – inhibitors of Akt phosphorylation; hit rate 0.32% among 360,000; AID 651550; activity change, % for hits at 50 µM; Neuro2A IGF-stimulated pAkt S473 HTRF, 20 min; hits give low values; in the data active = activity change below about -80%; inconclusive = mostly about -51% to -80%; note: % is set by controls: 0 for no effect and ±100 for the full control effect
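Single-point screen (50 µM final compound) in Neuro2A cells stimulated 20 min with 6 nM IGF at 37 deg C. After lysis, Ser473-phosphorylated Akt read by HTRF (ex 330 nm, em 615/665 nm) as the 665/615 ratio.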
CCT modulator – modulators of cytosolic chaperonin (CCT/TRiC) activity; hit rate 0.3% among 360,000; purified chaperonin ATPase assay, HTRF ADP detection, 30 min; activity change, % (test concentration not listed), hits read low; in the data active = activity change below about -30%; note: % is set by controls: 0 for no effect and ±100 for the full control effect
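TRiC (40 or 20 nM final, by batch activity) in 30 mM Tris pH 7.4, 100 mM KCl, 5 mM MgCl2, 1 mM DTT was treated with compound at 76 uM single dose, then 10 uM ATP, 30 min at 37 °C. ADP was read by HTRF Transcreener.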
Abeta yeast res – restores growth of yeast expressing A-beta42 peptide; hit rate 0.063% among 410,000; Potency, µM (series often up to 46.1 µM), for inactives: at the top dose growth rescue, most hits filed as activators; yeast expressing A-beta42, growth rescue, OD600, 48 h; response scale: 0% DMSO, 100% iron-clioquinol control; AID 1347071; note: potency is the fitted concentration of half-maximal effect; nearly all actives have a fitted effect of over 55% in size
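Yeast growth medium received pinned compounds, then yeast cells expressing toxic A-beta were added; plates incubated at 30 C for 48 hr. Growth read as absorbance at 600 nm, normalized to DMSO and equimolar FeCl3 plus clioquinol controls.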
Nrf2 block – blocks Nrf2 signaling | A549 ARE-Fluc reporter, luciferase luminescence, 18-24 h | Potency, µM (doses to about 46 µM), inactives show at the top dose activity change, negative = inhibition, most hits filed as inhibitors | hit rate 2.1% among 360,000; note: potency is the fitted concentration of half-maximal effect; % is set by controls: 0 for no effect and ±100 for the full control effect; nearly all actives have a fitted effect of over 60% in size
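Nrf2 function is reported as luminescence of an ARE-controlled luciferase in A549 cells. Compounds were tested at several concentrations, and a CellTiter-Fluor read on the same wells flagged cytotoxicity.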
* marks the source's active call; other numbers are inactive results; i = inactive; ? = inconclusive; nt = no result given; [ ] = dose if it differs, or a comment. Unless noted, calls come from the whole dose curve; as a rule, active = well fitted curve in the direction sought with a large enough effect; inconclusive = small, poorly fitted or top-dose-only effect, or another doubt; inactive = no such curve, though single readings can be large; an effect the other way counts as inactive or inconclusive.

SMILES	A549 tox	Nrf2 ARE act	HepG2 viability	Mm-Cpn inhibitor	TGFb inhibitor	Akt phos inh	CCT modulator	Abeta yeast res	Nrf2 block
CCN(CC)c1ccc(NC(=O)c2c(C)nn(-c3ccc(F)cc3)c2-n2cccc2)c(C)c1	-3.2%	1.3%	-29.4%	nt	?	nt	nt	-4.7%	?
COc1cccc(/C=C/C(=O)OCC(=O)Nc2ccc(N3CCOCC3)cc2)c1OC	-2.8%	2.4%	0.8%	2.4%	?	i	0.6	-15.8%	19.2%
Clc1ccc(-c2nnc3sc(-c4ccc(Br)o4)nn23)cc1	-3.1%	-0.1%	4.3%	-9.0%	92.7%[activator]	i	-0.2	-25.9%	-11.2%
CS(=O)(=O)NNC(=O)Cn1nnc(-c2cc(C(F)(F)F)cc(C(F)(F)F)c2)n1	0.0%	-1.0%	-13.9%	-0.4%	-1.9%	i	1.1	1.9%	-3.8%
CCNc1nnc(-c2ccc(C)cc2)o1	-8.5%	-0.6%	-17.2%	-7.0%	6.7%	i	-0.7	15.2%	17.9%
CCC(C)[C@@H](C(=O)N1CCNCC1)n1cc(CCCCN)nn1 (stereo partly drawn)	-0.2%	-1.0%	-3.2%	nt	-2.6%	i	-1.3	-17.4%	16.9%
Cn1c(SCc2cccnc2)nc2cccnc21	-0.3%	0.5%	2.1%	1.5%	0.5%	i	1.7	2.3%	15.8%
Cc1cc(C)c(NC(=O)CN2c3ccccc3S(=O)(=O)c3ccccc32)c(C)c1	7.3%	2.9%	-10.3%	nt	1.1%	nt	nt	-5.4%	?
COc1ccc(NC(=O)C2CCCN2C(=O)NC2CCCCC2)c(OC)c1 (stereo not drawn)	-15.7%	-0.8%	6.0%	-1.6%	12.3%	i	-0.2	-1.5%	-11.3%
CCc1ccc(CNC(=O)C2CCCN(S(=O)(=O)N3CC(C)CC(C)C3)C2)cc1 (stereo not drawn)	-1.1%	-0.6%	-46.9%	0.5%	?	i	0.3	?	?
O=[N+]([O-])c1ccc2c(c1)CNc1ccccc1O2	13.9%	13.0%	-5.8%	-0.6%	0.9%	i	-2.6	-2.5%	-16.0%
Cc1ccc(-c2nc3sccn3c2Nc2ccccc2C)cc1	1.8%	7.2%	-24.3%	nt	?	nt	nt	10.4%	-3.6%
COc1c(OC(C)=O)ccc(/C=N\NC(=O)c2ccc(Br)cc2)c1[N+](=O)[O-]	2.7%	2.0%	-15.5%	0.0%	2.7%	i	1.4	-14.1%	-19.3%
CC(C)(O)CCC(C)(C)O	-8.0%	-0.8%	3.2%	-0.1%	5.7%	i	-1.9	-9.8%	0.0%
O=C(c1ccccc1)c1ccc2ccccc2n1	-7.1%	3.9%	2.6%	1.3%	-6.1%	i	1.2	7.8%	20.4%
Cn1c(=O)[nH]c(=O)c2c1nc(N1CCN(CCO)CC1)n2Cc1ccccc1	0.0%	-0.3%	7.7%	2.2%	-0.2%	i	1.1	-8.9%	-6.8%
Nc1[nH]nc2nc(NCc3ccccc3)c3c(c12)CCN(Cc1ccccc1)C3	-8.9%	-0.1%	-6.3%	0.0%	10.5%	i	-1.8	-2.4%	7.5%
CN1CCN(C(=O)c2cc(Cl)cc(Cl)c2NC(=O)c2ccco2)CC1	-0.3%	-0.4%	-3.5%	-2.3%	1.3%	i	-1.4	-16.4%	4.5%
CCOC(=O)Cc1csc(NC(=O)c2ccco2)n1	0.8%	10.7%	-52.5%	1.5%	-23.8%	i	-3.0	0.4%	?
CCOc1ccc(N(C(=O)c2ccccc2Cl)C2=NC(C)(C)CS2)cc1	0.2%	0.5%	-0.5%	-1.1%	-7.4%	i	0.4	19.8%	20.4%

The last three records of the section before are carried over, then new ones follow.
SMILES	A549 tox	Nrf2 ARE act	HepG2 viability	Mm-Cpn inhibitor	TGFb inhibitor	Akt phos inh	CCT modulator	Abeta yeast res	Nrf2 block
CN1CCN(C(=O)c2cc(Cl)cc(Cl)c2NC(=O)c2ccco2)CC1	-0.3%	-0.4%	-3.5%	-2.3%	1.3%	i	-1.4	-16.4%	4.5%
CCOC(=O)Cc1csc(NC(=O)c2ccco2)n1	0.8%	10.7%	-52.5%	1.5%	-23.8%	i	-3.0	0.4%	?
CCOc1ccc(N(C(=O)c2ccccc2Cl)C2=NC(C)(C)CS2)cc1	0.2%	0.5%	-0.5%	-1.1%	-7.4%	i	0.4	19.8%	20.4%
C=CCn1cc(C(=O)NCCCOCC)c(=O)c2cc(S(=O)(=O)N(CC)CC)ccc21	11.7%	2.4%	-0.9%	-0.3%	7.0%	i	-2.5	?	?
Cc1c(C)n(Cc2ccccc2)c2ncnc(NCCCN(C)C)c12	-2.3%	0.4%	-2.8%	-2.0%	-0.7%	i	-0.6	-8.1%	7.9%
O=C(COC(=O)COc1ccccc1)NCCc1ccccc1	-2.7%	0.2%	1.2%	-1.1%	2.5%	i	-1.7	-7.3%	8.3%
CC(C)(C)N/N=C/c1c(O)n(-c2ccc(Cl)cn2)c(=O)c2ccccc12	-0.2%	0.5%	-4.2%	-2.7%	-8.4%	i	-1.0	-3.9%	8.7%
COc1ccc(OC)c(C2NC(=O)NC(C)=C2C(=O)OC2CCCCC2)c1 (stereo not drawn)	-1.2%	-0.3%	-3.7%	1.7%	14.3%	i	-5.6	5.4%	2.4%
CC(=O)Oc1c(Sc2ccccc2[N+](=O)[O-])c(C)nn1C(C)(C)C	-1.4%	-0.2%	3.3%	-3.0%	-0.6%	i	0.6	-85.5%[inhibitor]	?
COc1ccc(CNC(=O)C2CCCN2)cc1OC (stereo not drawn)	2.7%	0.3%	0.2%	-5.8%	-4.4%	i	-0.6	-6.0%	10.5%
COc1cc(NC(=O)CSc2nnc(C)s2)cc(OC)c1	-0.4%	6.4%	-15.6%	0.5%	0.0%	i	2.2	14.9%	0.2%
Cc1cc(C)c2nc(SCc3ccc([N+](=O)[O-])cc3)nc(C)c2c1	-7.6%	-0.5%	-13.4%	1.7%	-6.3%	i	-2.8	17.1%	?
NC(=S)NN=Cc1ccc(OC(=O)COc2cc(Cl)c(Cl)cc2Cl)cn1	nt	-3.3%	-92.6%	nt	2.6%	i	-0.8	-16.6%	nt
OC(c1ccccc1)(c1ccccc1)C1CCN(C(=S)NCCc2ccccc2)CC1	?	0.0%	-13.3%	3.0%	-18.3%	i	0.2	12.1%	23.1µM*
Cc1ccc(S(=O)(=O)N2CCCC2)cc1C(=O)NC1CCCCC1	-1.9%	-0.5%	-23.6%	-1.5%	0.0%	i	-6.0	-7.8%	-0.4%
O=C(c1cccc(C(=O)N2CCC(O)(c3ccccc3)CC2)c1)N1CCC(O)(c2ccccc2)CC1	0.3%	-0.5%	3.1%	nt	-17.2%	i	-1.0	-2.1%	-0.7%
COc1ccc(N=C2NC(=O)/C(=C/c3ccc(O)c(OC)c3)S2)cc1	-5.1%	6.5%	-0.5%	-0.5%	0.4%	i	0.9	4.6%	12.3%
Cc1ccc(C)c(N(C(=O)c2nsc(Cl)c2Cl)C(C(=O)NC2CCCC2)c2ccc(O)cc2)c1 (stereo not drawn)	-26.1%	3.4%	34.8%	-0.3%	-20.9%	i	-0.9	-3.9%	?
CC(C)C(NC(=O)c1ccccc1)C(=O)N1CCN(C/C=C/c2ccccc2)CC1 (stereo not drawn)	-4.0%	-0.3%	-25.1%	1.9%	-28.0%	i	2.0	8.1%	-10.7%
COC(=O)CN(c1ccccc1)S(=O)(=O)c1ccc(F)cc1	1.7%	0.0%	9.9%	-1.3%	-1.0%	i	-1.8	0.8%	6.8%
CC1(C(=O)NS(=O)(=O)c2ccc(Cl)cc2)CCN1C(=O)C1(c2ccc(Cl)cc2)CC1 (stereo not drawn)	nt	0.4%	-1.1%	nt	-8.1%	i	-0.3	-8.6%	nt
CCOCCC(=O)Nc1nnc(CCc2ccccc2)s1	17.1%	0.1%	3.3%	-0.3%	9.5%	i	-5.0	-4.4%	2.2%
COc1ccc2c(c1)c(=O)c(S(=O)(=O)c1ccc(Cl)cc1)cn2Cc1cc(C)ccc1C	5.4%	-0.3%	-11.9%	nt	-4.9%	nt	nt	4.4%	10.6%
C(=C\c1cccc2ccccc12)/c1nnc(-c2cccs2)o1	0.3%	27.2%	-30.8%	-1.6%	?	i	-2.6	1.7%	-1.0%
O=C(OCC(=O)N1CCCC1=O)c1cc(S(=O)(=O)N2CCOCC2)ccc1Cl	6.0%	0.2%	0.0%	0.4%	13.7%	i	1.5	-4.6%	21.4%
O=c1c2nnn(Cc3ccccc3)c2ncn1-c1ccccc1	13.8%	2.6%	-2.2%	2.4%	-1.6%	i	-4.0	-6.6%	-1.5%
CSc1ccccc1NC(=O)CN(C)C(C)C(=O)NCc1ccc2c(c1)OCO2 (stereo not drawn)	0.5%	-0.1%	-2.7%	-1.3%	-7.4%	i	-0.9	1.6%	10.6%
Cc1nn2c(COc3ccc(NC(=O)C(C)C)cc3)nnc2c2ccccc12	-11.5%	0.3%	9.8%	-0.9%	-6.3%	i	-4.5	12.0%	?
Cc1ccc(NC(=O)c2cccc(S(=O)(=O)N3CCCCC3)c2)cc1	-10.8%	3.5%	-25.1%	1.4%	?	i	-3.6	-3.1%	?
CCOc1cccc(OCCCCN2CCCCC2)c1	-6.6%	0.2%	-42.6%	0.8%	34.4%[activator]	i	-3.0	-16.1%	3.7%
Cc1c(Cl)cccc1NC(=O)COCc1cc(-c2ccc3c(c2)OCO3)on1	15.3%	-0.3%	-20.6%	nt	0.3%	nt	nt	-3.8%	-18.4%
O=C(Cn1cnc2c(nc3n2CCCCC3)c1=O)Nc1ccc(F)c(Cl)c1	7.7%	0.8%	-1.2%	nt	-1.2%	nt	nt	-24.9%	?
